Assay outcomes from PubChem.
Vif-APOBEC3F blk: qHTS for Inhibitors of Vif-A3F Interactions: qHTS. HeLa A3F-eYFP + Vif (tagged APOBEC3F with the HIV-1 protein that degrades it), YFP fluorescence increase. Potency, µM (highest dose often 46.1 µM), inactives show top-dose activity, negative = active. hit rate 0.2% among 390,000. AID 602313, 2012; note: potency is the fitted concentration of half-maximal effect; % of control where 0% means no effect; nearly all actives have a fitted effect of over 65% in size
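HeLa cells stably expressing A3F-eYFP plus Vif, plated and incubated overnight at 37 deg C, then exposed to compounds overnight at 37 deg C. Blocked degradation read as raised yellow fluorescence (Ex 488/Em 500-530).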
TrxR1 substrate: qHTS Assay for Substrates of Mammalian Selenoprotein Thioredoxin Reductase 1 (TrxR1): qHTS. hit rate 0.01% among 390,000. purified TrxR1 substrate turnover, NADPH consumption readout. Potency, µM (titrated, usually from 114 µM), for the others: at the top dose activity change, negative = substrate turnover. AID 588456, 2011. Thioredoxin reductase 1, cytoplasmic (Rattus norvegicus), O89049; note: potency is the fitted concentration of half-maximal effect; % is set by controls: 0 for no effect and ±100 for the full control effect; nearly all actives have a fitted effect of over 50% in size
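Rat TrxR1, dispensed at 90 nM, was prereduced with 400 uM NADPH (final) for 5 min at ~22 deg C, then incubated with compound 15 min before 400 uM selenite. A first-read NADPH fluorescence drop versus no-compound background flagged substrates.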
IDH1 R132H inh: qHTS for Inhibitors of mutant isocitrate dehydrogenase 1 (IDH1): qHTS; IDH1-R132H enzyme, NADPH consumption, diaphorase/resazurin fluorescence; AID 602179, 2012; Potency, µM (series often up to 76.6 µM), without a hit: at the top dose activity change, negative = inhibition, hits mostly inhibitors; Isocitrate dehydrogenase [NADP] cytoplasmic (Homo sapiens), O75874; hit rate 0.093% among 390,000; note: potency is the fitted concentration of half-maximal effect; % is set by controls: 0 for no effect and ±100 for the full control effect; nearly all actives have a fitted effect of over 65% in size
Target sequence (O75874 whole entry R132H, stated change not applied): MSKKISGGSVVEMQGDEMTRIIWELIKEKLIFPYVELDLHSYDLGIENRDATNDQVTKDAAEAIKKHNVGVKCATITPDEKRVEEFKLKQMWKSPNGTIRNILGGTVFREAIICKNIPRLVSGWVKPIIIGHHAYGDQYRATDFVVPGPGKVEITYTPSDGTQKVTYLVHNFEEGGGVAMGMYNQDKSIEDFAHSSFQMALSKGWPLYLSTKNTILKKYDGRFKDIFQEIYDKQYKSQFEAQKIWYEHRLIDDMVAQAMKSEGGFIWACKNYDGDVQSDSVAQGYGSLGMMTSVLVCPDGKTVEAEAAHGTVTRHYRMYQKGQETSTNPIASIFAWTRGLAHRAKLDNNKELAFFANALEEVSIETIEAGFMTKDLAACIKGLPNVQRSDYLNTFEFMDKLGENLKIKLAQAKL
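IDH1-R132H (0.5 ug/mL dispensed) in pH 7.5 Tris buffer was preincubated 30 min with compound, then given a substrate mix of 0.016 mM NADPH and 2 mM alpha-KG for 80 min at room temperature; remaining NADPH was read by diaphorase/resazurin fluorescence.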
RXFP1 ag: qHTS Assay for Agonists of the Relaxin Receptor RXFP1. Relaxin receptor 1 (Homo sapiens), Q9HBX9. HEK293T-RXFP1 cAMP TR-FRET, 30 min; response scale: percent of porcine relaxin response, buffer zero. Potency, µM (series often up to 57.5 µM), for inactives: top-dose activation, usual class: activators. hit rate 0.3% among 370,000; note: potency is the fitted concentration of half-maximal effect; % is set by controls: 0 for no effect and ±100 for the full control effect; nearly all actives have a fitted effect of over 60% in size; many of its hits are not listed in these tables
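HEK293 cells stably expressing RXFP1, treated 30 min at 37C with compounds plus PDE4 inhibitor Ro 20174; cAMP measured by HTRF TR-FRET. Normalized to buffer and 29 nM porcine relaxin; EC50 by Hill fit.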
USP1 inh: Inhibitors of USP1/UAF1: Primary Screen | Ubiquitin carboxyl-terminal hydrolase 1 (Homo sapiens), O94782 | recombinant USP1/UAF1, Ub-Rhodamine cleavage fluorescence | Potency, µM (doses to about 57.1 µM), without a hit: at the highest dose activity change, negative = inhibition, actives largely listed as inhibitors | hit rate 0.23% among 390,000; note: potency is the fitted concentration of half-maximal effect; % is set by controls: 0 for no effect and ±100 for the full control effect; nearly all actives have a fitted effect of over 60% in size; inactives centre near -12
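In this screen, compounds sit with the deubiquitinase complex (1nM) for 15 min at room temperature before Ub-Rho is added at 150nM final. Fluorescence rise is then followed for 6 reads every 60 seconds.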
GRP78 ERSR act: qHTS for Inducers of the Endoplasmic Reticulum Stress Response (ERSR) in Human Glioma: qHTS | Potency, µM, for the others: top-dose activation, most hits filed as activators | hit rate 0.02% among 420,000 | U87-MG GRP78 promoter luciferase reporter, 16 h | AID 602332, 2012; note: potency is the fitted concentration of half-maximal effect; series mostly up to about 76 µM; % of control where 0% means no effect; nearly all actives have a fitted effect of over 35% in size
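Stably transfected U87-MG human glioma cells carrying a GRP78-based luminescent sensor were seeded at 1000 cells/well, pin-dosed with compounds and incubated 16 h. Luciferase reagent was then added, and end-point luminescence was read after 10 min at room temperature.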
PI4K2A block: qHTS for small molecular inhibitors of PI4K2A; Phosphatidylinositol 4-kinase type 2-alpha (Homo sapiens), Q9BTU6; AID 1346378, 2018; purified PI4K2A, ADP-Glo luminescence, 1 h; stronger effect = lower value; hit rate 0.13% among 420,000; activity change, negative = inhibition, % at 76.9 µM; in the data active = activity change below about -50%; inconclusive = mostly about -30% to -49%;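 note: -100% = wells without enzyme as full effect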
Target sequence (Q9BTU6 whole entry, looked up): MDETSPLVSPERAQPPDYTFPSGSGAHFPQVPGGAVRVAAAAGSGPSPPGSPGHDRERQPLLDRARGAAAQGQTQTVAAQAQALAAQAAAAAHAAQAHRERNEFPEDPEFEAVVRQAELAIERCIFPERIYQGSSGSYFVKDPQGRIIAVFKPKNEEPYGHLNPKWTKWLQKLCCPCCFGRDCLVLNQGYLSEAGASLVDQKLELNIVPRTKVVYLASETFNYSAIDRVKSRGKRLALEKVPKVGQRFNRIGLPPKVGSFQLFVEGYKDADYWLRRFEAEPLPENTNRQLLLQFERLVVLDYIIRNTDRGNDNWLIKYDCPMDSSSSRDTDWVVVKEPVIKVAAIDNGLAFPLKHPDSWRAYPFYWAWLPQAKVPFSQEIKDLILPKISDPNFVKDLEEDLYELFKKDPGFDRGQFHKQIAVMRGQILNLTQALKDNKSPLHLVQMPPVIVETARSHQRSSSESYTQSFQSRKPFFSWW
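In this quantitative HTS, ADP production by PI4K2A was quantified luminescently after 1 h at ambient temperature; 100 microM adenosine served as plate-quality control.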
LDHA inh: qHTS assay for inhibitors of human lactate dehydrogenase. L-lactate dehydrogenase A chain (Homo sapiens), P00338. hit rate 0.15% among 480,000. purified LDHA, NADH/diaphorase-resazurin fluorescence; stronger effect = lower value. activity change, % (values are at about 110 or 230 µM); in the data active = activity change below about -30%; inconclusive = mostly about -25% to -30%;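 note: plate controls were DMSO wells for no effect and wells without enzyme for full effect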
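Resorufin fluorescence (ex540/em590), read at 0 and 20 min after diaphorase/resazurin addition, reports the NADH left after a 5 min room-temperature reaction of 2 nM human LDH5 with 0.06 mM NADH and 0.2 mM pyruvate.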
Vif-A3G inh: qHTS for Inhibitors of Vif-A3G Interactions: qHTS | AID 602310, 2012 | Potency, µM (highest dose often 46.1 µM), inactives show top-dose activity, negative = active, actives largely listed as inhibitors | HeLa A3G-eYFP + Vif (tagged APOBEC3G with the HIV-1 protein that degrades it), YFP fluorescence, overnight | hit rate 0.076% among 410,000 | DNA dC->dU-editing enzyme APOBEC-3G (Homo sapiens), Q9HC16;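 note: potency is the fitted concentration of half-maximal effect; % is set by controls: 0 for no effect and ±100 for the full control effect; nearly all actives have a fitted effect of over 60% in size; hits raise eYFP signal because A3G escapes Vif-driven loss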
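HeLa cells stably expressing Vif and C-terminally eYFP-tagged A3G, seeded overnight at 37 deg C, then exposed to compound by pintool overnight at 37 deg C. Rise in yellow fluorescence (Ex 488/Em 500-530, Acumen) marks blocked Vif-driven A3G degradation.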
An asterisk follows results filed as active; ? = inconclusive; / = no result given; & = joins results of further samples; [ ] = dose if it differs, or a comment. Unless noted, calls come from the whole dose curve; as a rule, active = well fitted curve in the direction sought with a large enough effect; inconclusive = small, poorly fitted or top-dose-only effect, or another doubt; inactive = no such curve, though single readings can be large; an effect the other way counts as inactive or inconclusive.

SMILES	Vif-APOBEC3F blk	TrxR1 substrate	IDH1 R132H inh	RXFP1 ag	USP1 inh	GRP78 ERSR act	PI4K2A block	LDHA inh	Vif-A3G inh
CN(C(=O)COC(=O)COc1ccccc1Cc1ccccc1)c1ccccc1	0%	-2%[57.1 µM]	-7%	0.1%	-3%	0%	2	-4	1%
COc1ccc2cc3c(N)c(C(=O)N4CCCC4)sc3nc2c1	-10%	-11%	1%	2.1%	-9%	0%	-8	1	-26%
COc1ccc(Nc2ncnc3c2c(C)c(C)n3CCO)cc1	7%	7%	5%	2.1%	-25%	-11%	-5	2	-9%
Cc1nn2c(=O)cc(COC(=O)c3ccc(C(C)(C)C)cc3)nc2s1	-2%	3%[57.1 µM]	1%	-2.6%	-27%	2%	7	2	2%
O=[N+]([O-])c1ccc(Nc2nc(Cl)nc(NCCO)n2)cc1	-16%	-4%	8%	8.5%	7%	-1%	-1	-9	0%
Cc1ccc(Cl)c(NC(=O)Nc2csc3c2CCCC3)c1	-5%	0%	-6%	-3.6%	?	-1%	0	0	-7%
N#C/C(=C/c1ccc(Sc2nc3ccccc3[nH]2)o1)c1ccccc1F	-12%	8%	0%	0.8%	-22%	2%	1	-9	0%
COc1ccc(C(=O)CSc2n[nH]c(=O)n2Cc2ccco2)cc1	11%	3%	-7%	-0.6%	-16%	2%	-3	-2	-1%
COc1cccc(CCC(=O)N2CCC(n3nccc3NC(=O)C3CCOC3)CC2)c1 (configuration not stated)	-2%	0%	0%	-0.4%	-8%	-4%	0	-2	3%
CCOC(=O)c1c(NC(=O)COc2ccccc2F)sc2c1CCCC2	/	-2%	/	-0.5%	-22%	/	1	-8	/
CSCC(=O)N1CCc2ccc(NC(=O)c3ccccc3Cl)cc2C1	-15%	5%	-4%	1.8%	-9%	6%	-7	-2	-24%
CCOC(=O)C1CCC(CN(Cc2ccc(Cl)cc2)S(=O)(=O)c2ccc(F)c(C(=O)Nc3cccc(F)c3)c2)CC1 (configuration not stated)	-7%	-1%[57.1 µM]	11%	-0.9%	-18%	-2%	6	3	2%
CC(C)c1nc2cc(Cl)ccc2n(Cc2ccccc2)c1=O	-1%	-3%[57.1 µM]	-4%	9.9%	-17%	4%	0	2	-9%
Cc1cc(C)cc(NC(=O)C2CCCN(S(=O)(=O)c3c(C)noc3C)C2)c1 (configuration not stated)	-1%	0%	0%	-6.7%	-10%	-5%	-4	-8	2%
CCOC(=S)SCC(=O)Nc1nccs1	8%	5%[57.1 µM]	9%	0.4%	-21%	-12%	6	-2	?
CCN1C(=O)/C(=C\c2nc3ccccc3c(=O)n2CC)c2ccccc21	1%	-5%	-7%	0.2%	-1%	-2%	6	-7	-28%
CCCN1C(=O)c2cc(C(=O)NCc3ccc(OC)cc3)ccc2C1O (configuration not stated)	4%	5%	14%	-1.0%	-26%	-1%	-3	-2	1%
Cc1oc2nc(SCC(=O)NC3CCCCC3)nc(N)c2c1C	-3%	-1%	-1%	/	3%	-4%	-2	4	-11%
CCC1Oc2ccccc2N(CC(=O)NCCN2CCc3ccccc3C2)C1=O (configuration not stated)	-3%	10%	-4%	1.0%	-1%	-2%	-1	-8	-5%
CC1=C(C#N)C(NC(=O)c2cccc(Cl)c2)(C(F)(F)F)C(=O)N1 (configuration not stated)	-5%&4%	-1%&-6%	-11%&7%	-2.1%&-0.3%	-24%&-16%	-2%&-5%	14&5	-3&1	2%&0%
O=C(CN1CCSC1=NCc1ccccc1)c1ccc(Cl)cc1	-1%	-9%	2%	0.3%	4%	-1%	4	-23	-4%
O=C(C[n+]1cccc(CNC(=O)c2ccc(OC(F)F)cc2)c1)Nc1ccc(F)cc1	?	-13%	7%	0.2%	-8%	0%	-1	-5	3%
COc1ccc(NC(=O)CSc2nnnn2Cc2ccccc2)cc1	-1%	2%	4%	-1.5%	-20%	-2%	-1	0	9%
C=CCn1c(=O)c2c(nc3n2CCCN3CCc2ccc(OC)c(OC)c2)n(C)c1=O	0%	2%	-6%	1.2%	-25%	-4%	7	-9	0%
CCCOc1ccc(N2C(=O)CC(N3CCN(c4ccccc4OC)CC3)C2=O)cc1 (configuration not stated)	2%	12%[57.1 µM]	-4%	2.8%	-20%	-1%	2	3	-5%
COc1ccc(Cc2noc(CN(C)CCc3ccccc3)n2)cc1OC	-15%	-2%	-2%	-1.2%	-4%	-3%	2	-7	2%
COc1ccc(NC(=O)Cn2c([N+](=O)[O-])cnc2C)c(OC)c1	-1%	/	-1%	/	5%	-3%	2	-11	-14%
COc1ccc(-c2noc(-c3ccc(Br)o3)n2)cc1	2%	-3%	1%	-0.8%	-1%	6%	0	-5	-1%
CCc1ccc(CNC(=O)C2CCN(C(=O)N3CC(CC)Oc4ccc(C)cc43)CC2)cc1 (configuration not stated)	2%	-2%	-11%	-0.5%	-18%	-5%	3	5	0%
CCNc1nc(SC)nc(N(C#N)CC(=O)OC)n1	-1%	6%	2%	-1.2%	7%	3%	-3	0	0%
O=C(NCCCN1CCOCC1)c1ccc2c(c1)N(Cc1c(F)cccc1Cl)C(=O)CS2	-8%	0%	2%	3.5%	-13%	0%	2	-8	4%
C/C(=N\NC(=O)CNc1cccc(C(F)(F)F)c1)c1cccs1	-11%	3%[57.1 µM]	9%	11%	-19%	1%	4	-3	-10%
O=C(O)c1ccc(OS(=O)(=O)c2ccc(Cl)s2)c(Cl)c1	-2%	7%	6%	-2.7%	-21%	2%	-1	-2	-2%
COc1ccc(-n2c(=O)c3c4c(sc3n(Cc3ccc(F)cc3)c2=O)CCCC4)c(OC)c1	0%	3%	?	0.1%	-21%	0%	0	-4	1%
COc1ccccc1NS(=O)(=O)c1cc([N+](=O)[O-])ccc1N/N=C/c1c[nH]c2ccccc12	11µM*	-12%	-2%	14%	-11%	-10%	1	-6	11µM*
COc1ccc(C(=O)Nc2nc(N3C(=O)c4ccccc4C3=O)n(-c3ccccc3)n2)cc1	2%	-1%	0%	1.4%	-9%	6%	-14	7	0%
O=C(NC(=S)Nc1ccc(CN2CCOCC2)cc1)c1ccc2c(c1)OCCO2	0%	6%[57.1 µM]	22%	-0.9%	-2%	-1%	-2	-8	-28%
O=C(CSc1nccn1-c1ccccc1)NCc1ccc(F)cc1	-12%	8%	-1%	1.8%	-19%	-5%	1	-7	-3%
CCn1cc([N+](=O)[O-])c(C(=O)Nc2ccn(C34CC5CC(CC(C5)C3)C4)n2)n1	4%	-3%	3%	3.4%	-18%	-4%	-2	-2	-4%
FC(F)Oc1ccc(/C=N/n2c(Cc3ccc(Br)cc3)n[nH]c2=S)cc1	-19%	-5%	-3%	0.0%	-6%	-2%	-15	-8	-1%
CC(C)C(Cl)=NOC(=O)Nc1ccc(F)cc1	2%	7%[11.4 µM]	10%	/	-5%	-14%	1	0	?
Cn1c(CCNC(=O)c2ccccc2F)nnc1SCC(=O)Nc1ccccc1F	-8%	0%	3%	0.6%	-10%	-3%	-2	-1	0%
O=C1CCCc2sccc2N1	-2%	-2%	2%	2.6%	-6%	1%	-5	1	1%
COc1ccc(/C=N/Nc2nc3ccccc3c(=O)[nH]2)cc1	-3%	-13%	-1%	-0.4%	-6%	4%	-2	-2	-4%
Nc1oc2ccccc2c(=O)c1C=O	2%	-9%	2%	-0.6%	-17%	-6%	0	-1	0%
C=CC[C@@H](CC(=O)N(CCO)Cc1ccccc1)C(=O)N[C@@H](COC(=O)[C@H](CC=C)CC(=O)OC(C)(C)C)Cc1c[nH]c2ccccc12	2%	-8%	-8%	/	?	-1%	-2	6	-14%
Cc1sc2c(c1C)c(=O)n(-c1cccc(C(F)(F)F)c1)c(=O)n2Cc1ccc(F)cc1	/	-3%	/	0.5%	-16%	/	-3	-12	/
O=C(O)CCc1nc2ccccc2n(CCc2ccccc2)c1=O	0%	31%[activator]	4%	2.5%	-14%	-2%	1	-4	-4%
CCOc1ccccc1NC(=O)c1ccc(S(=O)(=O)N2CCCCC2)cc1	-17%	-3%	0%	-0.8%	-15%	-8%	0	-6	-4%

Record cards, from the list above.
Entry for CCNc1nc(SC)nc(N(C#N)CC(=O)OC)n1 = Vif-APOBEC3F blk: -1%; TrxR1 substrate: 6%; IDH1 R132H inh: 2%; RXFP1 ag: -1.2%; USP1 inh: 7%; GRP78 ERSR act: 3%; PI4K2A block: -3; LDHA inh: 0; Vif-A3G inh: 0%
Entry for O=C(NC(=S)Nc1ccc(CN2CCOCC2)cc1)c1ccc2c(c1)OCCO2 = Vif-APOBEC3F blk: 0%; TrxR1 substrate: 6%[57.1 µM]; IDH1 R132H inh: 22%; RXFP1 ag: -0.9%; USP1 inh: -2%; GRP78 ERSR act: -1%; PI4K2A block: -2; LDHA inh: -8; Vif-A3G inh: -28%

Not all compounds are listed (hit frequency here may not be typical).
